# UHRF1 MBD2 ctr: UHRF1 methylated DNA binding inhibitors, primary screen, counter-screen for MBD2 inhibitor project, biochemical, TR-FRET, human UHRF1, single concentration; 0.75% of 370,000 active; inhibition, % at 4.4 µM; E3 ubiquitin-protein ligase UHRF1 (Homo sapiens), Q96T88; UHRF1 binding to methylated oligo; in the data active means inhibition above about 21%;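 further: UHRF1 SRA domain binding a hemimethylated CpG hairpin DNA probe; 0% = median of test compound wells and 100% = reference inhibitor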
# Tn7 DDE FP: inhibitors of Tn7 peptide binding to fibrin DD(E), primary screen, biochemical, fluorescence polarization, human fibrin, Tn7 probe; Fibrinogen beta chain (Homo sapiens), P02675; inhibition, % at 8.3 µM; FP displacement of FITC-Tn7 peptide from fibrin DD(E); 0% = median of compound wells per plate; 0.13% of 370,000 active;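 active means inhibition above the mean of compounds falling within the control limits plus 3 SD of them, cut at about 14% in these data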;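 further: 0% = plate median of compound wells and 100% = 10 µM Aha-Tn7 peptide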
#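 Assay system: human fibrin DD(E) protein / Input: 2 µM fibrin DD(E) / Benchmarks: high control of 10 µM Aha-Tn7 peptide / Measured by: fluorescence polarization of the labelled Tn7 tracer / Medium: Tris buffer with calcium and detergent, pH 7.8 / Timing: 10 min compound pre-incubation, 3 h probe incubation at room temperature / Repeats: one replicate per compound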
# KLK7 zymogen act: proKLK7 zymogen activators, primary screen, biochemical, fluorescence intensity. Kallikrein-7 (Homo sapiens), P49862. purified proKLK7, EDANS-DABCYL substrate fluorescence; 100% is mature enzyme control, 0% vehicle. activation, % at 7 µM. 0.9% of 370,000 active;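 active means activation above the mean of all tested compounds plus 3 SD, computed per campaign excluding outliers beyond control limits, cut at about 13% in these data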
# PLCb3 inh: human PLC-beta3 inhibitors, primary screen, biochemical, fluorescence; 0.18% of 370,000 active; Purified PLC-beta3, fluorogenic substrate; inhibition, % at 12.2 µM; in the data active means inhibition above about 11%;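 further: 0% = median of compound wells on plate and 100% = full blocker control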
# Tn6 DDE FP: inhibitors of Tn6 peptide binding to fibrin DD(E), primary screen, biochemical, fluorescence polarization, human fibrin, Tn6 probe; Fibrinogen beta chain (Homo sapiens), P02675; Fibrin DD(E) TRITC-Tn6 fluorescence polarization displacement; inhibition, % at 8.3 µM; 0.21% of 370,000 active; AID 720509, 2013;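 active means inhibition above a per-campaign cutoff: mean of compounds within control limits plus 3 SD, cut at about 15% in these data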;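 further: 0% = median of all compound wells on the plate and 100% = blocking peptide control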
# ASAP1 GAP inh: inhibitors of human ASAP1 ArfGAP activity, primary screen, biochemical, fluorescence polarization; Arf-GAP with SH3 domain, ANK repeat and PH domain-containing protein 1 (Homo sapiens), …; ASAP1-stimulated ARF1 GTP hydrolysis, GDP FP detection; inhibition, % at 16.5 µM; 0.19% of 360,000 active; in the data active means inhibition above about 25%;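 further: 0% = vehicle with enzyme and substrate and 100% = no enzyme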
# Target sequence (Q9ULH1 325-724 limits assumed): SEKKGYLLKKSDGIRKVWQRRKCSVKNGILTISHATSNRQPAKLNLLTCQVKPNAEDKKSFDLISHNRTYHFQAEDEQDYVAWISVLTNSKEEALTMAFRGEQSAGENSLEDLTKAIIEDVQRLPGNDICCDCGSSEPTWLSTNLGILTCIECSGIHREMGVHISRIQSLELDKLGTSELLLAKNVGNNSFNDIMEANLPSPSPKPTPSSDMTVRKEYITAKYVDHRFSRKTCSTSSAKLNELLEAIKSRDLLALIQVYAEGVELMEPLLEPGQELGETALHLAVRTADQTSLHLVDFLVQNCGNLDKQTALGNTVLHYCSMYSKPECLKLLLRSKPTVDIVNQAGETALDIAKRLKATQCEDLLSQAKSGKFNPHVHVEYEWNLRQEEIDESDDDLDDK
# sPLA2-III inh: human group III sPLA2 inhibitors, primary screen, biochemical, QFRET, BODIPY PC-A2 liposome substrate. inhibition, % at 12.2 µM. Group 3 secretory phospholipase A2 (Homo sapiens), Q9NZ20. QFRET BODIPY PC-A2 liposome hydrolysis, fluorescence. 0.56% of 370,000 active. AID 743126, 2013;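 active means inhibition above mean plus 3 SD of compounds lying within the high and low control bounds, cut at about 19% in these data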;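 further: 0% = median of test compound wells and 100% = no enzyme DMSO wells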
# Target sequence (Q9NZ20 whole entry, looked up): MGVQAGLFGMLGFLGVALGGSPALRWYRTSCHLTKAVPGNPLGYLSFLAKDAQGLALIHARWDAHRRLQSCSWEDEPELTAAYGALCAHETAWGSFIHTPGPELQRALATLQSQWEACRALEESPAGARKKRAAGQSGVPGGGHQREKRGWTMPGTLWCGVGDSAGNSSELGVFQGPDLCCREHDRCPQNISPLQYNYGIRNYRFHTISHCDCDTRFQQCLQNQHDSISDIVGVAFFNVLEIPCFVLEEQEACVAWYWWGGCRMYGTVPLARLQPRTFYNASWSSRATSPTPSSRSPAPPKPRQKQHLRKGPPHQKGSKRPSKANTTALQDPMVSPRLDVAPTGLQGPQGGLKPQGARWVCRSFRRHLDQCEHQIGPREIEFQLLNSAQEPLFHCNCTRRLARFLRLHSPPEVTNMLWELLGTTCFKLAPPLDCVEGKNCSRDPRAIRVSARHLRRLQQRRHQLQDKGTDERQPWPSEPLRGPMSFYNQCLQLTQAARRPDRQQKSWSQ
# Rev-erbA mod: modulators of Rev-erb alpha DNA binding, primary screen, biochemical, FITC-DNA, fluorescence polarization, uHTS | Nuclear receptor subfamily 1 group D member 1 (Homo sapiens), P20393 | Rev-erbα–FITC-DNA binding, 90 min | activity, % at 10 µM | 0.79% of 370,000 active;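 active means activity above about 14%, limit read from the data; passing the limit was not always enough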;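 further: 0% = DMSO wells with 35 nM protein and 100% = DMSO wells with 750 nM protein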
# ARFGAP1 inhibitor: inhibitors of rat ARFGAP1 GAP activity, primary screen, biochemical, fluorescence polarization, GDP tracer. 0.26% of 360,000 active. AID 651572, 2012. ADP-ribosylation factor GTPase-activating protein 1 (Rattus norvegicus), Q62848. Arfgap1-stimulated ARF1 GTP hydrolysis, GDP FP detection. inhibition, % at 16.5 µM;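 active means inhibition above a per-plate limit, mean inhibition of low control wells plus 3 SD, cut at about 25% in these data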;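 further: 0% = DMSO wells with enzyme and 100% = wells lacking Arfgap1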
# Target sequence (Q62848 1-136 limits assumed): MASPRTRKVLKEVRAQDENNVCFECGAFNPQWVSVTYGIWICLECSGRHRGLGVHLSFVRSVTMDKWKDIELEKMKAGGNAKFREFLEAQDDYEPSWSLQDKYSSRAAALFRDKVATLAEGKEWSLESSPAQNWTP
#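 Assay system: Rat Arfgap1 GAP domain (His6, aa 1-136), purified enzyme | Buffer or medium: HEPES 25 mM pH 7.5, NaCl 150 mM, MgCl2, DTT | Schedule: GTP hydrolysis reaction 2 h at 25 °C | Signal: FP of antibody-bound GDP Alexa 633 tracer, ex 620/em 688 nm | Measure: Percent inhibition of Arfgap1-stimulated GTP hydrolysis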
# PLCg1 inh: PLC-gamma1 enzyme inhibitors, primary screen, biochemical, fluorescence, purified enzyme. 1-phosphatidylinositol 4,5-bisphosphate phosphodiesterase gamma-1 (Homo sapiens), P19174. fluorogenic substrate. inhibition, % at 12.2 µM. 0.84% of 370,000 active. AID 720700, 2013; in the data active means inhibition above about 9.5%
# Starred values were filed as active, the others as inactive.
nr	Molecule	UHRF1 MBD2 ctr	Tn7 DDE FP	KLK7 zymogen act	PLCb3 inh	Tn6 DDE FP	ASAP1 GAP inh	sPLA2-III inh	Rev-erbA mod	ARFGAP1 inhibitor	PLCg1 inh
1	Cc1ccc(-c2ccc(CN3C(C)C(=O)N(Cc4cn(Cc5ccco5)nn4)CCS3(=O)=O)cc2)cc1 (stereo not drawn)	-1	4	-0.6	-2	-1	-2	-31	-5	5	0
2	O=C(Nc1ccc(Cl)cn1)c1cccc(S(=O)(=O)N2CCCCCC2)c1	1	0	-0.2	5	-4	9	-4	3	1	1
3	CCCN(C(=O)CSc1n[nH]c(-c2ccc(OC)cc2)n1)c1c(N)n(Cc2ccccc2)c(=O)[nH]c1=O	3	-8	-0.1	0	3	-4	-4	2	4	2
4	Cc1ccc(N(CC(O)COCc2ccco2)S(=O)(=O)c2ccc(C)cc2)cc1 (stereo not drawn)	0	0	-0.2	0	6	0	-9	1	-12	-2
5	Cc1ccnc(SCCn2c(N(C)Cc3ccccc3)nc3c2c(=O)n(C)c(=O)n3C)n1	1	3	0.2	4	-1	-6	-2	-3	-9	3
6	CCOC(=O)C(C)Oc1cccc2c(=O)n(CC(=O)Nc3ccc4c(c3)OCCO4)ccc12 (stereo not drawn)	-1	0	0.7	2	-2	-3	-10	-7	-5	-1
7	CCc1ccc(NC(=O)Cn2nc(C(=O)O)c3ccccc3c2=O)cc1	1	4	0.0	-6	-1	-8	2	-5	8	1
8	CC1(C)Cc2c(c(N3CCOCC3)nc3sc(C#N)c(N)c23)CS1	-2	-3	-1.5	-240	0	2	-4	4	-6	-206
9	CCNC(=O)COc1cc(C)c(Br)c(C)c1	6	5	0.2	-3	-7	-9	-2	0	-6	0
10	Cc1cccc(C)c1-n1c(SCC(=O)Nc2ccc(C(=O)O)cc2)nnc1-c1cccc(S(=O)(=O)N(C)C)c1	0	-7	0.3	4	-2	-1	-17	-4	0	2
11	COC(=O)c1cc2c(c3c4cc(OC)ccc4n(S(=O)(=O)c4ccc(OC)cc4)c13)C(=O)N(Cc1ccccc1)C2	0	-5	-3.1	-78	-7	1	11	8	4	-62
12	COCCCNc1nc2ccccc2nc1NS(=O)(=O)c1ccc(C)c(C)c1	0	6	3.8	-170	1	-14	-20	7	3	-129
13	CCCCN(CC)C(=O)Cc1c(C(=O)O)[nH]c2ccc(Cl)cc12	2	-5	0.1	0	2	-7	-17	-3	-2	1
14	CC1(C)Cc2nc(N3CCCC3)c(C#N)cc2CO1	0	-1	4.2	-356	3	-2	1	-5	0	-293
15	CC(C)(C)NC(=O)C(c1ccc(O)cc1)N(Cc1ccc2c(c1)OCO2)C(=O)CCl (stereo not drawn)	1	2	0.1	-2	4	-18	-2	0	-13	1
16	O=[N+]([O-])c1ccc(Cl)cc1N1CCCC1	-3	-2	-0.3	1	-1	4	0	1	-4	0
17	CCN(CC(=O)Nc1c(F)cccc1F)C(=O)c1cccc(S(=O)(=O)N2CCCc3ccccc32)c1	3	3	0.2	-6	5	9	-6	7	7	0
18	CC(C)CNC(=O)C(=O)Nc1cc2c3c(c1)C(C)C(=O)N3CCC2 (stereo not drawn)	-1	3	0.0	-14	-1	0	-18	1	0	-6
19	COc1ccc(CC(=O)Nc2ccc(-c3cn4ccc(C)cc4n3)cc2)cc1	-2	1	-13	-124	-4	4	2	16*	7	-122
20	CN1C[C@@H](CO)O[C@@H](n2cnc3c(N4CCOCC4)ncnc32)C1	2	4	0.0	1	-7	2	6	2	1	0

# Continued:
nr	Molecule	UHRF1 MBD2 ctr	Tn7 DDE FP	KLK7 zymogen act	PLCb3 inh	Tn6 DDE FP	ASAP1 GAP inh	sPLA2-III inh	Rev-erbA mod	ARFGAP1 inhibitor	PLCg1 inh
21	O=[N+]([O-])c1ccc(Sc2n[nH]c(-c3ccccc3)n2)nc1	1	8	0.0	2	-5	5	12	-5	-2	3
22	COc1ccc(Cn2nnnc2CN(Cc2cc3ccc(C)cc3[nH]c2=O)C2CCCC2)cc1	-6	-6	15*	-327	-2	-10	0	-3	4	-215
23	COc1ccc(C(=O)COC(=O)c2sc(C)nc2C)cc1OC	0	2	0.8	-5	11	-14	4	-2	0	-2
24	O=C(O)CC1Cc2ccccc2C1C(=O)O (stereo not drawn)	1	-3	-1.0	5	7	11	-2	-6	6	-1
25	COc1ccc(-n2nc(C(=O)NCC(=O)N3CCC(C)CC3)c3ccccc3c2=O)c(OC)c1	1	-7	0.9	-15	-9	-1	-6	4	3	-7
26	CCN1CCN(S(=O)(=O)c2ccc(Cl)c(C(=O)Nc3nnc(C)s3)c2)CC1	1	0	-0.7	-6	-2	13	2	-2	3	2
27	COc1ccccc1/C=N/Nc1nccnc1Cl	2	4	1.1	-12	6	6	11	0	4	-5
28	COc1ccc(C(=O)O)cc1S(=O)(=O)Nc1ccccc1-c1ccccc1	0	0	-0.2	-2	-3	7	-1	-2	-1	2
29	Cc1ccc(NC(=O)COC(=O)CCNS(=O)(=O)c2ccc(C)c(C)c2)cc1	0	1	0.2	3	-2	3	-29	-4	8	0
30	Cc1c(NC(=O)c2ccc(NS(=O)(=O)c3ccc(F)c(F)c3)cc2)c(=O)n(-c2ccccc2)n1C	7	-1	-1.0	0	-10	2	-1	3	3	2
31	CCN1CCN(S(=O)(=O)c2ccc(Cl)c(C(=O)N(C)Cc3cccs3)c2)CC1	2	2	-0.4	-3	2	2	-4	-3	-8	2
32	CCn1c(SCC(=O)N/N=C/c2ccccc2OCC(=O)O)nnc1-c1ccc(OC)cc1	2	-1	0.7	1	-4	-9	-2	2	-9	-2
33	CC1(C)CC(Cc2nc(=S)[nH][nH]2)C(=O)O1 (stereo not drawn)	9	1	-0.6	4	1	12	16	-2	-1	3
34	COc1cc(NC(=O)COC(=O)CNC(=O)c2ccc(C)cc2)c(C)cc1[N+](=O)[O-]	2	2	0.3	3	7	-3	7	-3	2	-1
35	Clc1ccccc1-c1nnc2sc(CCc3ccccc3)nn12	-2	6	0.5	-3	0	3	-3	1	-6	1
36	CCOc1ccc(C(C)NC(=O)c2cccnc2OCC)cc1OCC (stereo not drawn)	-1	7	-0.2	0	1	0	1	0	-10	0
37	CCN1CCN(C(=O)c2oc(=O)c3ccccc3c2-c2ccc(C)cc2)CC1	0	-2	0.0	-4	-7	9	8	10	-5	-1
38	Cc1cc(C(F)(F)F)n2nc(-c3sccc3-n3cccc3)cc2n1	-2	4	0.9	-1	-1	-6	-4	1	7	-4
39	Clc1ccc(CN(Cc2ccccc2)C(c2cccs2)c2nnnn2C2CCCC2)cc1 (stereo not drawn)	-2	0	-0.1	0	1	-14	-2	3	-2	-2
40	COc1ccc(Cl)cc1NC(=O)Nc1ccc(C(=O)N2CCOCC2)cc1	-1	-3	0.0	-4	4	-8	-14	-3	1	-1

# Three compounds out of the list above, ordered by their value in Tn6 DDE FP, ascending:
No.	smiles	Tn6 DDE FP
38	Cc1cc(C(F)(F)F)n2nc(-c3sccc3-n3cccc3)cc2n1	-1
31	CCN1CCN(S(=O)(=O)c2ccc(Cl)c(C(=O)N(C)Cc3cccs3)c2)CC1	2
34	COc1cc(NC(=O)COC(=O)CNC(=O)c2ccc(C)cc2)c(C)cc1[N+](=O)[O-]	7

# (more compounds)
nr	Molecule	UHRF1 MBD2 ctr	Tn7 DDE FP	KLK7 zymogen act	PLCb3 inh	Tn6 DDE FP	ASAP1 GAP inh	sPLA2-III inh	Rev-erbA mod	ARFGAP1 inhibitor	PLCg1 inh
41	Clc1ccc(CNc2cnccn2)cc1	-2	3	-3.8	-128	-3	-5	-3	0	-7	-126
42	O=C(CN1C(=O)C2C3CCC(C3)C2C1=O)NCc1ccco1 (stereo not drawn)	0	3	-0.1	-4	-2	6	4	-1	6	1
43	COc1ccc(C(CNC(=O)CSc2ccc(Br)cc2)N2CCOCC2)cc1 (stereo not drawn)	1	2	-0.6	-6	4	1	-5	-2	-4	0
44	CCc1ccc(CNC(=O)CN2C(=O)COc3ccccc32)cc1	0	3	-0.3	-1	7	15	9	-4	10	1
45	CCC(CC)c1nnc(NC(=O)CCCN2C(=O)c3ccccc3C2=O)s1	0	-3	-0.1	4	0	9	5	0	-11	4
46	COc1ccc(C2=Nn3c(nnc3-c3ccccn3)SC2)cc1OC	0	-1	0.3	2	5	-2	5	-1	1	4
47	CCC(C)N1C(=O)CN(C2CCCCCC2)C(=O)C1c1ccccc1F (stereo not drawn)	-1	3	-0.3	-7	0	-12	0	0	-9	1
48	COC(=O)c1c(NC(=O)c2ccc(C)o2)sc2c1CCCCC2	2	1	-2.9	-178	-1	-4	-2	-3	-14	-142
49	O=C1Nc2ccccc2C12OCC(COc1ccc(Cl)cc1)O2 (stereo not drawn)	4	-4	-0.2	-6	-13	9	-17	0	15	-1
50	COc1cc(/C=C2\SC(=S)N(C(C(=O)O)c3ccccc3)C2=O)cc(OC)c1OC (stereo not drawn)	-3	2	-0.1	-28	-3	-2	3	1	-8	-13
51	Cc1cc(NC(=O)Cc2cn(C)c3ccccc23)ccc1Nc1cccnc1	-1	-3	0.7	-6	3	1	-55	-5	9	-2
52	Cc1ccc(Cl)cc1NC(=O)c1cnn2c1NC(c1ccco1)CC2C(F)(F)F (stereo not drawn)	-2	6	0.6	-1	9	17	-19	1	5	-1
53	CCOC(=O)/C(C#N)=C/Nc1ccccc1OC(F)(F)F	-2	-5	0.6	-3	1	3	0	4	-2	3
54	O=C(CCc1ccccc1)Nc1ccccc1C(=O)NCc1ccco1	0	0	0.3	-1	5	-4	-4	-18	9	5
55	COCCNC(=O)c1cccc(OC2CCN(Cc3ccccc3OC(F)F)CC2)c1	0	1	-0.3	-9	4	5	0	1	-7	1
56	CCOc1ccccc1CN1CCN(Cc2nc3c(s2)CCCC3)CC1CCO (stereo not drawn)	1	-2	0.0	-2	-3	14	-7	2	-3	1
57	COC(=O)c1ccccc1OCCOCCOc1cccc2cccnc12	0	0	-0.4	-26	4	-6	-1	4	-1	-23
58	CCOC(=O)C1CCCN(C2=NC(=O)/C(=C/c3ccc(OC)cc3OC)S2)C1 (stereo not drawn)	0	-2	-0.1	-24	-13	8	3	1	14	-37
